HIF-2a block: inhibitors of HIF-2a; 786-0 RCC cells HIF-2a reporter, luciferase luminescence, overnight; inhibition, % at 18.8 µM; 360,000 compounds, 0.72% hits; AID 624352;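 active means inhibition of the luminescence signal of 40% or more relative to plate controls, in a single-dose primary screen at 18.75 µM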
TRPM1 prom inh: MITF TRPM1 promoter inhibition in SK-MEL-5 cells; SK-MEL-5 TRPM1 promoter luciferase, 24 h; inhibition, % at 12.5 µM; 330,000 compounds, 0.83% hits; AID 488899;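 active means mean inhibition across replicates of 60% or more, whatever share of single replicates reaches that level; inconclusive means some that reach 60%, reason not given; inactive means mean inhibition across replicates below 60%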; further: values of inactives mirror those of a sister screen read the other way
Vif inh: inhibitors of HIV Vif; inhibition, % at 7.49 µM; HEK293T cells, Vif self-association by quenched fluorescence, imaging, 24 h; 340,000 compounds, 0.35% hits; in the data active means inhibition above about 50%, passing the limit was not always enough; inconclusive means no clear call, values can overlap the other calls; inactive means below about 31%; further: some results filed as inactive read as strong as hits
KKLEB tox: CF airway cell cytotoxicity counter-screen. KKLEB CF airway cells viability, ATPlite luminescence, overnight; stronger effect = lower value; cells stimulated with P. aeruginosa culture filtrate. activity change (cytotoxicity), % at 5 µM. 360,000 compounds, 0.36% hits. AID 602141;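 active means corrected activity change at or below -50% at 5 µM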
Peg3 prom inh: reduces Peg3 promoter-driven luciferase expression in HeLa; HeLa PEG-Prom luciferase reporter, luminescence, overnight; inhibition, % at 20 µM; 360,000 compounds, 1.7% hits; AID 588405;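 active means inhibition of at least 50% at 20 µM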
NR2E3 ag-1: agonists of human nuclear receptor NR2E3. inhibition of corepressor binding, % at 4.78 µM. 320,000 compounds, 0.12% hits. Q9Y5X4. AID 2300. GST-NR2E3/biotin-RetCOR TR-FRET, 1536-well;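 active means percent inhibition above the cutoff of mean plus 3 SD of all tested compounds, set per screening campaign, cut at about 20% in these data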;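 further: 0% = DMSO wells and 100% = biotin wells as full block of FRET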
Target sequence (Q9Y5X4 whole entry, looked up): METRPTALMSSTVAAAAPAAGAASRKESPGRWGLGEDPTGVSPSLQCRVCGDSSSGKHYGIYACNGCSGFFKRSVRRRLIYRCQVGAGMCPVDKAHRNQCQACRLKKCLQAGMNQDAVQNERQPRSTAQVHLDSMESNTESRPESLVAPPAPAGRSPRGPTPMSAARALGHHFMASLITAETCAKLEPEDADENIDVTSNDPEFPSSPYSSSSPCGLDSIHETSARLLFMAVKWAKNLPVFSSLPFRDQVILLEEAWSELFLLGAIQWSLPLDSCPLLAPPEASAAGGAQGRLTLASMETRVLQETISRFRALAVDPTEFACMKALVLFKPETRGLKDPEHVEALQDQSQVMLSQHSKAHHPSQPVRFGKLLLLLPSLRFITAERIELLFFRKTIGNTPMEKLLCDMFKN
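Material: NR2E3–RetCOR corepressor complex / Amount: 1.35 nM GST-NR2E3 / Medium: Tris pH 7.5 / Compound: single nominal compound dose of 4.8 µM / Incubation: 5 h at 4 °C / Technique: TR-FRET, Eu(K)-anti-GST donor, streptavidin-D2 acceptor, ex 340, em 617/671 nm / Read-out basis: percent loss of FRET ratio relative to control wells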
Shn3 3UTR inh: inhibitors of Schnurri-3 3'UTR reporter in osteoblasts; Clone20 osteoblast Shn3 3'UTR firefly luciferase, 24 h; inhibition, % at 12.5 µM; 360,000 compounds, 0.52% hits; AID 588674;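 active means mean inhibition of at least 75% with every replicate also reaching 75%; inconclusive means mean inhibition at least 75% but some replicate below; inactive means mean inhibition below 75%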;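 further: 0% = median of neutral control wells and 100% = pilot-screen positive control compound; some compounds past the cut are filed as inactive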
CF NFkB inh: inhibitors of cystic fibrosis induced NF-kB | 360,000 compounds, 0.86% hits | AID 588850 | inhibition, % at 5 µM | KKLEB NF-kB-GFP reporter, PAF-induced, GFP fluorescence overnight;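 active means at least 50% inhibition at 5 µM, scaled per plate between neutral and stimulator controls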;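 further: PAF is a Pseudomonas aeruginosa culture filtrate used as stimulus; plate controls were PAF-stimulated DMSO wells for no effect and unstimulated DMSO wells for full effect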
PDI turbidity: blocks human protein disulfide isomerase activity; P07237; PDI insulin aggregation turbidity, A650, 90 min; inhibition, % at 10 µM; 350,000 compounds, 0.052% hits; AID 588391;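 active means mean inhibition across replicates of 30% or more, whatever share of single replicates reach that level; inconclusive means mean inhibition below 30% while every single replicate reaches 30%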;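 further: absorbance from insulin aggregation driven by PDI reduction with DTT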
Target sequence (P07237 whole entry, looked up): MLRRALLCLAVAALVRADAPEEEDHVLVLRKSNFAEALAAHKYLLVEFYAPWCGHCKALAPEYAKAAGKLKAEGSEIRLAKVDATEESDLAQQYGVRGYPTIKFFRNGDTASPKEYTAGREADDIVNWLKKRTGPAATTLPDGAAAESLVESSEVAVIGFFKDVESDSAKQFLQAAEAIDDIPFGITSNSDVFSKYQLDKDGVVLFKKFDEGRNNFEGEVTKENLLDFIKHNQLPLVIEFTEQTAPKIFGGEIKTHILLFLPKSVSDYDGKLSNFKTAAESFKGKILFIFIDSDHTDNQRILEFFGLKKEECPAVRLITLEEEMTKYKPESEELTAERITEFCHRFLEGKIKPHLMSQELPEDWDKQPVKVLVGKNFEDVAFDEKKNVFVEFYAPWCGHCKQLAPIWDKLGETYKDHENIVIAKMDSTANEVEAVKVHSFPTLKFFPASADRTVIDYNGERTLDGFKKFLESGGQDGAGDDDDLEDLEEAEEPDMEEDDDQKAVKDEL
CaV13 FRET inh: Disruptors of the CACNA1D IQ motif to Ca2+-dependent inactivation inhibitor domain association, primary screening, Förster resonance energy transfer in intact living …; HEK cells, CFP/YFP FRET ICDI-IQ, plate reader, 10 min; percent FRET-ratio fall versus neutral wells; 340,000 compounds, 0.098% hits; inhibition, % at 12.3 µM;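 active means mean replicate inhibition of at least 30% and at least 1% of replicates passing that level; inconclusive means only one of the two criteria is met; inactive means neither criterion is met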;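 further: 0% = median of the neutral control wells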
NR2E3 ag-2: activates human NR2E3 receptor; Q9Y5X4; CHO-S Gal4-NCOR/VP16-NR2E3 two-hybrid, luciferase; inhibition of corepressor binding, % at 3.98 µM; 360,000 compounds, 0.35% hits; AID 602229;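 active means inhibition above the mean of all tested compounds plus 3 SD, cut at about 70% in these data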;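 further: 0% = DMSO with NR2E3 transfected cells and 100% = cells lacking NR2E3 construct; higher means lower luciferase signal from less NR2E3 corepressor binding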
* hit, by the source's call; ? = inconclusive; . = no result given.

SMILES	HIF-2a block	TRPM1 prom inh	Vif inh	KKLEB tox	Peg3 prom inh	NR2E3 ag-1	Shn3 3UTR inh	CF NFkB inh	PDI turbidity	CaV13 FRET inh	NR2E3 ag-2
O=C1[C@@H]2Cc3c([nH]c4ccccc34)C(c3cccc([N+](=O)[O-])c3)N2C(=O)CN1CCCO (stereo partly drawn)	27	14	-8	3	23	0	-18	0	-2	-3	5
Cn1c(=O)c2c(nc(NCc3cccnc3)n2Cc2ccccc2Cl)n(C)c1=O	22	-5	10	-9	26	1	24	4	-14	3	-27
COc1ccc(C2c3ccc(O)cc3Oc3ncn4nc(-c5ccccn5)nc4c32)cc1OC (stereo not drawn)	39	6	-1	-8	30	2	16	15	?	-4	9
C=CCOc1ccc(/C=N/NC(=O)C(=O)N2CCCCCC2)cc1OC	3	0	-4	10	-2	4	-4	-18	-7	-4	-15
O=C(COc1ccc(Cl)cc1[N+](=O)[O-])N/N=C/c1cccs1	-27	4	-5	-10	1	-4	5	-6	1	5	3
CC1CCC(NC(=O)c2cccc(S(=O)(=O)N3CCN(c4ccc(F)cc4)CC3)c2)CC1 (stereo not drawn)	-147	-7	-1	8	-144	2	71	-20	-3	-2	-26
Cc1ccc(-n2c(=O)c3ccc(C(=O)NCc4ccco4)cc3n(Cc3ccccc3C#N)c2=O)cc1	16	6	-1	-13	1	4	9	3	2	-19	-24
CCCCCC(O)(c1ccc(OCC)cc1)C(CN1CCOCC1)c1ccccc1 (stereo not drawn)	17	5	-10	-17	38	0	-1	4	14	-4	-11
CCN(CC)S(=O)(=O)c1ccc(C(=O)OCC(=O)c2ccc3c(c2)NC(=O)CO3)cc1	17	-10	-1	-4	15	-5	6	9	3	-9	17
Clc1ccc(-c2nnc3ccccn23)cc1	-6	9	10	9	1	2	4	3	0	-5	-15
CCCCC(C(=O)O)C(C)CC(=O)Nc1nccs1 (stereo not drawn)	17	2	-14	4	15	4	2	1	-6	0	16
COc1cccc(NC(=O)CN2C(=O)COc3ccc(S(=O)(=O)N4CCC(C)CC4)cc32)c1	-7	0	-5	9	-1	5	14	-8	2	-6	-20

Single values from the results shown.
COc1ccc(C2c3ccc(O)cc3Oc3ncn4nc(-c5ccccn5)nc4c32)cc1OC (stereo not drawn) | Vif inh: -1
O=C(COc1ccc(Cl)cc1[N+](=O)[O-])N/N=C/c1cccs1 | CaV13 FRET inh: 5
Cn1c(=O)c2c(nc(NCc3cccnc3)n2Cc2ccccc2Cl)n(C)c1=O | NR2E3 ag-2: -27

Additional structures
SMILES	HIF-2a block	TRPM1 prom inh	Vif inh	KKLEB tox	Peg3 prom inh	NR2E3 ag-1	Shn3 3UTR inh	CF NFkB inh	PDI turbidity	CaV13 FRET inh	NR2E3 ag-2
Cc1cc(C)c(NC(=O)CSc2nnc(-c3ccncc3)n2Cc2ccco2)c(Cl)c1	7	2	-14	5	2	1	32	-6	5	-6	-9
CCN1CCN(CCc2nc3cc(NC(=O)COc4ccccc4)ccc3n2C)CC1	-14	-2	-4	-3	-30	0	-19	-1	-7	-7	-8
O=C(Nc1c(C(=O)N2CCOCC2)cnn1-c1ccccc1)c1ccc(F)cc1	4	3	-6	-1	9	0	3	16	-8	-6	15
CC(NC(=O)c1cc(Br)ccc1Cl)c1ccccc1 (stereo not drawn)	11	-6	-7	2	1	3	-15	-9	-3	-5	-26
O=c1ccnc(NCCc2ccccc2)[nH]1	-16	-4	-2	-4	0	1	-17	6	-9	.	-8
CSCCC(/C(O)=C(\C#N)c1nc2ccccc2[nH]1)N1C(=O)c2ccccc2C1=O (stereo not drawn)	19	10	-8	-4	21	2	-14	1	-6	-1	11
Cc1ccc(OCc2ccc(C(=O)NCc3cccnc3)cc2)cc1C	-116	-18	5	13	-120	1	25	-16	-3	-3	-42
COc1ccc2nc(SCC(=O)Nc3cc(C)on3)c(C#N)cc2c1	-64	-44	-1	4	-75	0	-23	6	3	-5	-21
COCCCNC(=O)CC(NS(=O)(=O)c1ccc(Cl)cc1)c1ccc(OC)cc1 (stereo not drawn)	12	-4	12	-11	9	-2	13	-8	-4	.	11
COCCN(Cc1cc2cccc(C)c2[nH]c1=O)C(=O)c1ccccc1	7	4	1	-3	15	-1	7	-1	-1	-4	20
CCC1=Nc2cc(C(=O)NCCN3CCOCC3)ccc2Sc2ccc(Br)cc21	15	-10	9	-10	-5	0	16	16	1	-6	-9
COc1ccc(/C=C/C(=O)O/N=C(\N)c2cccnc2)cc1OC	-98	-12	-1	-2	-13	-1	-37	-3	-2	1	-21
Cc1ccc(S(=O)(=O)Cn2nnnc2C(C(C)C)N2CCN(C(=O)c3ccco3)CC2)cc1 (stereo not drawn)	18	9	7	-4	7	-1	14	-4	-10	.	-13
COc1ccc(OC)c(N=Nc2c(O)c3ccccc3[nH]c2=O)c1	5	26	-7	-20	70*	.	-7	6	-2	-5	1
Cc1ccc(C(=O)CSc2nsc(C)c2C#N)cc1	-257	-71	1	6	-283	2	-57	-14	4	-1	-87
COC(=O)CCc1c(C)[nH]c(=S)[nH]c1=O	9	-2	29	-3	7	-4	-8	-3	5	-1	25
Cc1ncc(S(=O)(=O)c2ccc(Cl)cc2)c(-c2ccccc2)n1	12	-16	1	-1	-3	-1	-17	39	-2	-5	-9
CN(CC(=O)Nc1ccc(F)cc1)C(=O)CN1C(=O)NC(CCc2ccccc2)C1=O (stereo not drawn)	-1	.	.	2	1	.	5	6	-1	-10	32
O=C(c1cnc2nc3ccccc3n2c1)c1cc(F)ccc1O	-150	-32	-3	-1	-148	-3	-57	4	-3	-4	-39
C=CCn1c(CNc2ccccc2)nnc1SCC(=O)N/N=C/c1ccccc1O	-2	1	5	8	46	-2	-2	3	7	-1	-11
CCOC(=O)CSc1nnc(NC(=O)c2ccco2)s1	14	11	-2	5	0	4	7	6	-9	-14	24
CN(C)C(=O)CSc1nnc(-c2ccc(S(=O)(=O)N3CCCC3)cc2)n1C	8	2	5	3	6	2	-12	12	2	-4	-6
CCc1nc2c(OCc3ccc(Cl)cc3Cl)cccn2c1N(C=O)Cc1ccc(OC)cc1	-16	.	-5	-16	18	.	10	15	-6	-4	-6
NC(=O)c1cc(Cl)ccc1OCC(=O)N1CCCc2ccccc21	-74	-10	-14	2	-67	2	4	-2	-4	-18	-39

Compounds from the list above that have two or more sulfur atoms, in the order listed:
SMILES	HIF-2a block	TRPM1 prom inh	Vif inh	KKLEB tox	Peg3 prom inh	NR2E3 ag-1	Shn3 3UTR inh	CF NFkB inh	PDI turbidity	CaV13 FRET inh	NR2E3 ag-2
Cc1ccc(C(=O)CSc2nsc(C)c2C#N)cc1	-257	-71	1	6	-283	2	-57	-14	4	-1	-87
CCOC(=O)CSc1nnc(NC(=O)c2ccco2)s1	14	11	-2	5	0	4	7	6	-9	-14	24
CN(C)C(=O)CSc1nnc(-c2ccc(S(=O)(=O)N3CCCC3)cc2)n1C	8	2	5	3	6	2	-12	12	2	-4	-6

(continued)
SMILES	HIF-2a block	TRPM1 prom inh	Vif inh	KKLEB tox	Peg3 prom inh	NR2E3 ag-1	Shn3 3UTR inh	CF NFkB inh	PDI turbidity	CaV13 FRET inh	NR2E3 ag-2
O=C(NCCCN1C(=O)c2ccccc2C1=O)OCc1ccccc1	3	12	-4	12	10	.	-8	-19	7	-17	1
Cn1c(N)c(C(=O)COC(=O)CSc2ccc(Cl)cc2)c(=O)n(C)c1=O	14	-14	-9	-1	-1	-5	3	0	-6	-11	7
CCNS(=O)(=O)c1ccc(CCC(=O)NCc2ccc(C)cc2)cc1	6	1	8	4	9	7	0	-10	-1	-4	-6
COc1ccc(-c2nn(CCC#N)cc2/C=N/O)cc1OC	14	-6	5	4	1	1	2	6	-1	-6	-44
O=C(CCN1CCCCCC1)Nc1ccccc1F	7	4	-1	0	8	-1	6	-9	0	.	-11
COc1ccc(C(=O)Nc2ccccc2N2CCOCC2)cc1[N+](=O)[O-]	16	-11	-5	0	-84	1	7	0	-3	-6	-11
CSCCC(NC(=O)c1ccoc1C)C(=O)O (stereo not drawn)	13	5	6	-2	14	1	-22	-8	3	-17	-14
Cc1ccc(CNC(=O)CCc2ccc(S(=O)(=O)NC3CCCCC3)cc2)cc1	12	11	-3	6	6	2	19	-1	-5	.	12
O=C(Nc1ccccc1)c1ccc(F)c(S(=O)(=O)N2CCOCC2)c1	-16	10	-7	-1	1	4	2	-5	-2	-5	-32
O=C(CCNC(=O)c1ccc(Cl)cc1)Nc1ncccc1O	-1	22	-7	0	0	2	7	8	6	.	-5
COc1ccc(C2CC(c3cccs3)=NN2c2nc(C)c(C(C)=O)s2)cc1OC (stereo not drawn)	-67	24	-15	-3	-19	.	25	-76	-2	168*	9
Cc1cc(C)c(S(=O)(=O)/N=C2/C=C(Sc3ncn[nH]3)C(=O)c3ccccc32)cc1C	68*	89*	3	-59*	106*	9	94*	77*	-9	-5	102*

Arranged by the number under Vif inh (ascending): three of the compounds above.
Compound | HIF-2a block | TRPM1 prom inh | Vif inh | Peg3 prom inh | NR2E3 ag-1 | Shn3 3UTR inh | CF NFkB inh | PDI turbidity | CaV13 FRET inh | NR2E3 ag-2
Cc1cc(C)c(S(=O)(=O)/N=C2/C=C(Sc3ncn[nH]3)C(=O)c3ccccc32)cc1C | 68* | 89* | 3 | 106* | 9 | 94* | 77* | -9 | -5 | 102*
Cc1ccc(OCc2ccc(C(=O)NCc3cccnc3)cc2)cc1C | -116 | -18 | 5 | -120 | 1 | 25 | -16 | -3 | -3 | -42
COCCCNC(=O)CC(NS(=O)(=O)c1ccc(Cl)cc1)c1ccc(OC)cc1 (stereo not drawn) | 12 | -4 | 12 | 9 | -2 | 13 | -8 | -4 | . | 11
